mcGAS inh: blocks mouse cGAS activity. Q8C6L5. recombinant cGAS, Kinase-Glo ATP depletion luminescence. 160,000 compounds, 0.15% hits. inhibition, % at 12.5 µM;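 also: 0% = negative control wells and 100% = reference inhibitor with no enzyme activity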
NPYLR7 ag: mosquito NPYLR7 agonism. 270,000 compounds, 0.15% hits. HEK293T NPYLR7/Galpha15, GCaMP6s calcium fluorescence. AID 1259423. activation, % at 10 µM; in the data active = activation above about 40%;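 also: 0% = vehicle and 100% = reference agonist at the receptor; some compounds past the cut are filed as inactive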
hcGAS inh: inhibitors of human cGAS. inhibition, % at 12.5 µM. recombinant h-cGAS, ATP depletion, Kinase-Glo luminescence. 290,000 compounds, 0.081% hits;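 also: 0% = vehicle reaction and 100% = reaction without DNA for no activity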
Target sequence (Q8N884 whole entry, looked up): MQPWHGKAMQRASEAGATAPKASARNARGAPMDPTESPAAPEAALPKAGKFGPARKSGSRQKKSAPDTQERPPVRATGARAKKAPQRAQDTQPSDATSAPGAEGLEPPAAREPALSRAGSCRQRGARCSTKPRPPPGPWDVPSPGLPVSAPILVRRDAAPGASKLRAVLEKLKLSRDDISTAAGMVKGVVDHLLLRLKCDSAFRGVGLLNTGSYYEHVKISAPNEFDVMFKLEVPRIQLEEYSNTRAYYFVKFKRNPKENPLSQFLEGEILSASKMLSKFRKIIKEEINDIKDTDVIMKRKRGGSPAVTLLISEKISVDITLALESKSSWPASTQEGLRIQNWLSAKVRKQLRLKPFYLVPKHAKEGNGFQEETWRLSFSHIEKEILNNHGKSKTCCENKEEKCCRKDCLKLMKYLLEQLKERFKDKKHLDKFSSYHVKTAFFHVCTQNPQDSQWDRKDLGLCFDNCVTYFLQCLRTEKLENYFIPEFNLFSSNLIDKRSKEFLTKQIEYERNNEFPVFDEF
Active calls of the source: *; · = not tested or not shown; & = joins results of further samples. Rule as the data show it, unless noted: active = inhibition above about 40%; inactive = the rest.

| # | mol | mcGAS inh | NPYLR7 ag | hcGAS inh |
| --- | --- | --- | --- | --- |
| 1 | CCOC(=O)c1ccc2c(c1)nc(SCc1ccc(Br)cc1F)n2CCOC | -5.9 | 5.4 | -5.3 |
| 2 | Cc1nc2cc([N+](=O)[O-])ccc2s1 | · | -0.7 | -12.8 |
| 3 | CO/N=C(/C(=O)N[C@@H]1C(=O)N2C(C(=O)O)=C(COC(C)=O)CS[C@H]12)c1csc(N)n1 | -5.0&-3.4 | -4.6&7.1 | -5.9&-1.5 |
| 4 | Cn1ccnc1SCc1cc(=O)c(OC(=O)c2ccc3ccccc3c2)co1 | 10.7 | 7.5 | -6.4 |
| 5 | Cc1ccccc1C1CC1C(=O)N(C)C1CCCC1S(C)(=O)=O (configuration not stated) | · | 2.3 | -6.2 |
| 6 | COc1ccc(C2=NN(C(=O)CN3CCN(c4ccccc4F)CC3)C(c3ccc(Cl)cc3)C2)cc1 (configuration not stated) | -3.8 | 15.0 | -6.0 |
| 7 | COC(=O)c1ccc(CN2CCN(Cc3ccc(C)o3)C(CCO)C2)cc1 (configuration not stated) | · | -1.3 | -4.9 |
| 8 | C#CCOCC1CCN(C(=O)Nc2cccc(OC)c2OC)CC1 | · | 13.0 | 0.6 |
| 9 | Cc1ccc2c(c1)c1c(n2C)CC[N+](C)(C)C1 | · | -4.6 | -1.8 |
| 10 | Cc1onc(-c2ccccc2Cl)c1C(=O)NCc1ccc2c(c1)OCO2 | · | 16.4 | -12.7 |
| 11 | CC(=O)c1ccc(NC(=O)Cn2ccn3nc(-c4ccc(C)cc4)cc3c2=O)cc1 | -9.0 | 5.1 | -7.6 |
| 12 | O=c1cc(CNc2cccc(F)c2)nc2sc3c(n12)CCCC3 | -5.8 | 6.3 | -8.5 |
| 13 | C/C(=N/NC(=O)c1ccc(C)cc1)C(C)(C)C | · | 1.2 | 1.8 |
| 14 | Cc1ccccc1N1C(=O)C(Cc2ccccc2)S/C1=C(/C#N)C(N)=O (configuration not stated) | -0.7 | -8.9 | -2.9 |
| 15 | Cn1c(O)c(N=NCc2ccccc2)c2ccccc21 | -5.4 | 9.7 | -6.9 |

Excerpt: compounds 10 to 14
| # | mol | mcGAS inh | NPYLR7 ag | hcGAS inh |
| --- | --- | --- | --- | --- |
| 10 | Cc1onc(-c2ccccc2Cl)c1C(=O)NCc1ccc2c(c1)OCO2 | · | 16.4 | -12.7 |
| 11 | CC(=O)c1ccc(NC(=O)Cn2ccn3nc(-c4ccc(C)cc4)cc3c2=O)cc1 | -9.0 | 5.1 | -7.6 |
| 12 | O=c1cc(CNc2cccc(F)c2)nc2sc3c(n12)CCCC3 | -5.8 | 6.3 | -8.5 |
| 13 | C/C(=N/NC(=O)c1ccc(C)cc1)C(C)(C)C | · | 1.2 | 1.8 |
| 14 | Cc1ccccc1N1C(=O)C(Cc2ccccc2)S/C1=C(/C#N)C(N)=O (configuration not stated) | -0.7 | -8.9 | -2.9 |

Three entries from above, screen by screen.
10	Cc1onc(-c2ccccc2Cl)c1C(=O)NCc1ccc2c(c1)OCO2
2	Cc1nc2cc([N+](=O)[O-])ccc2s1
12	O=c1cc(CNc2cccc(F)c2)nc2sc3c(n12)CCCC3
compound no.	10	2	12
mcGAS inh	·	·	-5.8
NPYLR7 ag	16.4	-0.7	6.3
hcGAS inh	-12.7	-12.8	-8.5

Carrying on:
| # | mol | mcGAS inh | NPYLR7 ag | hcGAS inh |
| --- | --- | --- | --- | --- |
| 16 | COc1ccc(-n2c(C)nc3ccc(NC(=O)Nc4ccc(C)cc4C)cc3c2=O)cc1 | · | -7.5 | 0.1 |
| 17 | CCNC(=O)C1(C)CCCN1C(=O)CCc1cccc(Cl)c1 (configuration not stated) | -5.4 | 5.1 | -13.0 |
| 18 | O=C(C1=C(O)C(=O)N(Cc2cccnc2)C1c1ccc(Cl)cc1)c1ccco1 (configuration not stated) | -3.6 | -3.7 | 2.5 |
| 19 | COc1ccc(CCCN2C(=O)O[C@@H]3CN(c4nc(C)cc(C)n4)C[C@@H]32)cc1 | · | 5.6 | -9.8 |
| 20 | O=C(Nc1cc(-c2onc3c2CCCC3)ccc1Cl)C(F)(F)C(F)(F)C(F)(F)F | -2.7 | 23.4 | -0.9 |
| 21 | O=C(CN1C(=O)c2cccc([N+](=O)[O-])c2C1=O)Nc1ccc(Cl)cc1 | -7.0 | -6.0 | -11.4 |
| 22 | O=C(NCc1n[nH]c2c1CCC2)c1cn(CCC2CCCCC2)nn1 | 0.3 | -4.3 | 1.6 |
| 23 | CC(=O)OC(C)(C)C(=O)N1CCN(c2nc3nccc(-c4cc(Cl)ccc4Cl)n3n2)CC1 | -6.3 | 2.4 | -2.9 |
| 24 | O=C(C1COc2ccccc2C1)N1CC(=O)N(C2CCCCC2)CC(OCc2ccccn2)C1 (configuration not stated) | -9.0 | 22.9 | -26.0 |
| 25 | CC(C)N1CCC1(C)C(=O)Nc1cccc(C#N)c1 (configuration not stated) | -4.3 | -0.5 | -5.8 |
| 26 | O=C(Nc1cc(Cl)ccc1Cl)c1noc2c1CCC2 | · | -1.1 | 8.2 |
| 27 | CSc1nc(=O)c2c(n1C)NC(=O)CC2c1cccc(C)c1 (configuration not stated) | -0.3 | 2.7 | 1.8 |
| 28 | Cc1ccc(-c2csc(/C=C/c3cccc(O)c3)n2)cc1 | · | 5.1 | 2.5 |
| 29 | N#C/C=C1\SCC(=O)N1CC(O)c1ccc(Cl)cc1 (configuration not stated) | -2.0 | -1.5 | 2.2 |
| 30 | CCn1c(C2CCN(Cc3ccc(Cn4cccn4)cc3)CC2)n[nH]c1=O | · | -0.6 | -4.5 |

Individual results from the list.
Value of entry 22 under NPYLR7 ag: -4.3
Value of entry 23 under hcGAS inh: -2.9
Value of entry 25 under hcGAS inh: -5.8
Value of entry 16 under NPYLR7 ag: -7.5
Value of entry 19 under NPYLR7 ag: 5.6

The listing continues:
| # | mol | mcGAS inh | NPYLR7 ag | hcGAS inh |
| --- | --- | --- | --- | --- |
| 31 | C=CCn1c(CCCO)nc2ccccc21 | · | 5.3 | -2.9 |
| 32 | CN(C)S(=O)(=O)c1ccc(C(=O)Nc2ccc(F)c(F)c2F)cc1 | -1.0 | -3.0 | 2.1 |
| 33 | CCNC(=O)N(C)c1c(CC)nc2c(OCc3ccc(Cl)cc3Cl)cccn12 | -2.2 | 0.2 | 0.0 |
| 34 | CCN(Cc1ncccc1C(=O)O)Cc1c(F)cccc1Cl | · | -0.8 | -10.7 |
| 35 | Cc1ccc(COC2CCCN(C(=O)c3cccc(C(F)(F)F)c3)C2)cc1 (configuration not stated) | -3.7 | 3.9 | -3.3 |
| 36 | Cc1cc(C)cc(NC(=O)CC(=O)NCc2ccccc2)c1 | · | 3.4 | -1.9 |
| 37 | CCOc1ccc(-n2nnc3c(N4CCN(C(=O)c5ccc(C(C)(C)C)cc5)CC4)ncnc32)cc1 | -5.9 | -4.2 | -2.2 |
| 38 | CCOC(=O)c1nn(-c2ccc(F)cc2)cc1O | · | 2.4 | -4.6 |
| 39 | CCCNC(=O)C1(C)CCCN(Cc2ccc3c(c2)OCO3)C1 (configuration not stated) | -3.9 | 9.7 | -6.2 |
| 40 | CC(CCn1cccn1)NCc1n[nH]c2c1CCCCC2 (configuration not stated) | · | 0.3 | -5.9 |
| 41 | Cc1nc(Cl)cc(N(OC(=O)c2ccccc2)C(=O)c2ccccc2)n1 | · | 8.1 | -8.6 |
| 42 | O=C(Nc1ccc(Nc2ccc(-n3cccn3)nn2)cc1)c1cccc(C(F)(F)F)c1 | -5.9 | -7.3 | -2.1 |
| 43 | CCCCn1c(SCC(=O)Nc2cc(C)ccc2C)n[nH]c1=O | · | 27.3 | -4.6 |
| 44 | CCN(Cc1ccc(Cl)s1)C(=O)Nc1ccc(F)cc1 | · | -0.3 | 2.0 |
| 45 | CCC(C(=O)Nc1nnc(SCc2ccccc2Cl)s1)c1ccccc1 (configuration not stated) | -5.1 | 28.5 | -3.8 |
| 46 | CCc1ccccc1NC(=O)N1CCC(N(CCC(C)C)C2CCOCC2)CC1 | 1.8 | · | 3.0 |
| 47 | CC(C)(C)c1cc(=O)n2[nH]cc(-c3ccccc3Cl)c2n1 | -1.7 | 0.7 | 3.2 |
| 48 | C=CCN1C[C@@H]2C[C@@H](C(=O)OCC)N(C(=O)CCCCC)c3cccc(c32)C1=O | -4.2 | -6.2 | -0.4 |
| 49 | O=C(c1c(OCc2ccccn2)nn2ccsc12)N1CCC(CO)CC1 | · | 27.6 | -9.9 |
| 50 | Cc1nn(C)cc1CN(C)C(=O)C1CN(S(=O)(=O)C2CC2)CC12CCCCC2 (configuration not stated) | -1.7 | · | 0.7 |
| 51 | COc1ccc(NC(=O)N(Cc2nc(C(=O)NCc3ccc4c(c3)OCO4)cs2)C(C)C)cc1 | -2.0 | -7.8 | -2.3 |
| 52 | CCc1oc2ccccc2c1-c1nccn1Cc1cnn(C)c1C | -18.6 | 12.2 | -7.0 |
| 53 | CN1CCN(C(CNS(=O)(=O)c2cccs2)c2ccc3c(c2)CCN3C)CC1 (configuration not stated) | -5.9 | 7.8 | 5.6 |
| 54 | Cc1ccccc1C1CCCN1c1ccc(C(N)=O)nn1 (configuration not stated) | -8.8 | -8.2 | -7.9 |
| 55 | CCCCNC(=O)N1CCN(C(=O)c2cc(-c3ccccc3)n(-c3ccccc3Cl)c2C)CC1 | -4.5 | -3.6 | -7.9 |
| 56 | CCOC(=O)c1c(CN2CCOCC2)n(-c2ccccc2)c2cc(Br)c(O)cc12 | -3.6 | 7.4 | -2.3 |
| 57 | CC1(C(=O)NS(=O)(=O)c2cccs2)CCN1C(=O)COc1ccc(Cl)cc1 (configuration not stated) | · | 4.3 | -6.7 |
| 58 | Cc1cc2n(n1)CC(CNCc1ccc3c(c1)CCCN3C)CN2 (configuration not stated) | · | 9.6 | -19.4 |
| 59 | O=C1CC(NS(=O)(=O)NCc2ccccc2)CN1c1ccccc1Cl (configuration not stated) | · | -3.5 | -3.9 |
| 60 | CN(C)c1ccc(NC(=O)c2cccs2)cc1CN(Cc1cccc(F)c1)C(=O)c1ccc(F)cc1 | -4.0 | 14.2 | -1.6 |
| 61 | Cc1ccc(OCC(N)=O)c(-c2cccc(C(C)N(C)C)c2)c1 (configuration not stated) | -0.6 | 3.1 | -1.9 |
| 62 | Cc1nc(N2CCN(C)CC2)c2c3c(sc2n1)CCCC3 | -4.1 | 2.5 | -6.1 |
| 63 | COc1cccc(F)c1-c1cccc(CNC2CC2)c1 | -9.5 | 13.5 | -7.1 |
| 64 | COc1ccc(-c2cc(C(=O)N3CCOCC3)c(C)n2-c2ccccc2Cl)cc1 | -4.2 | 2.6 | -2.6 |
| 65 | CCCc1[nH]n(-c2ccccc2)c(=O)c1C1=C([n+]2cccc(CC)c2)C(=O)N(CC2CCCO2)C1=O (configuration not stated) | -10.8 | -4.0 | -11.5 |
| 66 | CNC(=O)c1nnc2n1C(c1ccccc1)CN(C(=O)c1ccccc1Oc1ccccc1)C2 (configuration not stated) | · | 6.6 | -6.9 |
| 67 | CSc1ccccc1-c1cnc(NC(C)=O)cn1 | · | -0.9 | -15.1 |
| 68 | CC(C)N1C(=O)C(=Cc2ccc(O)cc2)SC1=S | -8.3 | 5.1 | -8.1 |
| 69 | O=C1C(Oc2ccc(F)cc2Cl)C(c2cscn2)N1CC1CCCO1 (configuration not stated) | -15.6 | 7.3 | -9.7 |
| 70 | N#CC1(c2cccc(C(F)(F)F)c2)CCCCC1 | · | -3.5 | -10.3 |
| 71 | O=C(Cc1ccccn1)N[C@H]1CCC[C@H]1Cc1ccc(F)cc1 | -14.9 | 3.5 | -5.6 |
| 72 | CN1C(=O)C2(CCCN(C(=O)c3c[nH]c(=O)cn3)C2)c2ccccc21 (configuration not stated) | 4.0 | -1.0 | 3.3 |
| 73 | COc1cc(-c2ccnc(N3CCN(C(=O)c4c(Cl)ccc(C)c4F)CC3)n2)cc(OC)c1OC | -0.8 | 5.8 | 5.4 |
| 74 | COc1ccc(CCn2c(CC(C)CC(C)(C)C)nc3ccccc3c2=O)cc1 (configuration not stated) | -5.5 | 6.9 | -4.6 |
| 75 | CC(C)NC(=O)c1ccccc1-c1cc(Cl)c2c(c1)CC(CN)O2 (configuration not stated) | · | 18.6 | -1.0 |
| 76 | CC(C)CCn1c(O)c(N=NC(=O)c2ccco2)c2ccccc21 | -7.9 | -2.4 | -5.1 |
| 77 | Cc1nn(-c2ccccc2)c(OC(=O)C2CC2)c1S(=O)(=O)c1ccccc1 | -2.4 | -0.6 | -0.3 |
| 78 | O=C(NCCc1ccccn1)c1ccc(N2CCCCC2=O)cc1 | -3.8 | -0.9 | -3.2 |
| 79 | CCNC(=O)[C@H]1CC[C@@](C)(C(=O)NCCCN2CCOCC2)C1(C)C | -17.2 | 19.2 | -6.3 |
| 80 | Cc1ccn(CC(=O)NCC2(N(C)Cc3ccccc3)Cc3ccccc3C2)n1 | -9.4 | 6.5 | -6.3 |
| 81 | Cc1cc(N2CCN(C(=O)c3ccccc3)CC2)c(F)cc1[N+](=O)[O-] | -5.1 | -1.2 | -6.3 |
| 82 | CCOC(=O)C1CCN(C(=O)c2cccc(CSc3nc(CC)cc(N4CCN(c5ccccc5Cl)CC4)n3)c2)CC1 | -4.7 | 7.2 | -9.5 |
| 83 | C=CCN(CC=C)C(=O)CN1CCCC1c1cc(C)no1 (configuration not stated) | · | -1.4 | -2.5 |
| 84 | COC(=O)C(C)N1C(=O)SC(=Cc2ccc(N3CCOCC3)o2)C1=O (configuration not stated) | · | 17.6 | -3.8 |

Assay outcomes (PubChem)
